NR1D1 modulator: modulates human Rev-erb alpha binding to DNA; P20393; Rev-erbα–FITC-DNA binding, fluorescence polarization, 90 min; activity, % at 10 µM; actives 0.79% (n = 370,000); AID 1259318;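 active means activity above about 14%, limit read from the data; passing the limit was not always enough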;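 further: 0% = DMSO wells with 35 nM protein and 100% = DMSO wells with 750 nM protein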
Tn6 DDE FP: disrupts Tn6 cyclic peptide binding to fibrin D-Dimer-E complex; inhibition, % at 8.3 µM; actives 0.21% (n = 370,000); AID 720509; P02675; Fibrin DD(E) TRITC-Tn6 fluorescence polarization displacement;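 active means inhibition above a per-campaign cutoff: mean of compounds within control limits plus 3 SD, cut at about 15% in these data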;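 further: 0% = median of all compound wells on the plate and 100% = blocking peptide control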
ASAP1 GAP inh: blocks human ASAP1-stimulated Arf1 GTP hydrolysis; Q9ULH1; GDP FP detection; inhibition, % at 16.5 µM; actives 0.19% (n = 360,000); AID 624377; in the data active means inhibition above about 25%;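 further: 0% = vehicle with enzyme and substrate and 100% = no enzyme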
Target sequence (Q9ULH1 325-724 limits assumed): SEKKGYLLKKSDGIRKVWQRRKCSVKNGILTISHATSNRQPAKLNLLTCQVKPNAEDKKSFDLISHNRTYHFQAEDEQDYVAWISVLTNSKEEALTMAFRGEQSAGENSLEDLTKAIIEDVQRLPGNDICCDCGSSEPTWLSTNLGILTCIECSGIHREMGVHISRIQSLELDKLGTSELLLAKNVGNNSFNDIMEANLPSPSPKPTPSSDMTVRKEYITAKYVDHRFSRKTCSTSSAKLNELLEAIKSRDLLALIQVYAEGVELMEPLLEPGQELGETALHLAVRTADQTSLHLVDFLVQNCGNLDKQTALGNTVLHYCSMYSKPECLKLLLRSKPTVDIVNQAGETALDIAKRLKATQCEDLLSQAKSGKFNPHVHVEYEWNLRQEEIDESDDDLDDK
Tn7 DDE FP: inhibitors of Tn7 peptide binding to human fibrin DD(E) | P02675 | FP displacement of FITC-Tn7 peptide from fibrin DD(E); 0% = median of compound wells per plate | inhibition, % at 8.3 µM | actives 0.13% (n = 370,000) | AID 720508;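 active means inhibition above the mean of compounds falling within the control limits plus 3 SD of them, cut at about 14% in these data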;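 further: 0% = plate median of compound wells and 100% = 10 µM Aha-Tn7 peptide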
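Assay system: human fibrin DD(E). Input: DD(E) 2 µM final. Medium: Tris buffer with calcium and detergent, pH 7.8. Compound dosing: single point at 8.3 µM. Timing: 10 min plus 3 h, room temperature. Technique: fluorescence polarization of the labelled Tn7 tracer. Read-out: percent inhibition. Replicates: singlicate testing.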
HGIII-sPLA2 inh: Inhibits HGIII-sPLA2 liposome hydrolysis, primary screen; Q9NZ20; QFRET BODIPY PC-A2 liposome hydrolysis, fluorescence; inhibition, % at 12.2 µM; actives 0.56% (n = 370,000); AID 743126;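 active means inhibition above mean plus 3 SD of compounds lying within the high and low control bounds, cut at about 19% in these data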;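 further: 0% = median of test compound wells and 100% = no enzyme DMSO wells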
Target sequence (Q9NZ20 whole entry, looked up): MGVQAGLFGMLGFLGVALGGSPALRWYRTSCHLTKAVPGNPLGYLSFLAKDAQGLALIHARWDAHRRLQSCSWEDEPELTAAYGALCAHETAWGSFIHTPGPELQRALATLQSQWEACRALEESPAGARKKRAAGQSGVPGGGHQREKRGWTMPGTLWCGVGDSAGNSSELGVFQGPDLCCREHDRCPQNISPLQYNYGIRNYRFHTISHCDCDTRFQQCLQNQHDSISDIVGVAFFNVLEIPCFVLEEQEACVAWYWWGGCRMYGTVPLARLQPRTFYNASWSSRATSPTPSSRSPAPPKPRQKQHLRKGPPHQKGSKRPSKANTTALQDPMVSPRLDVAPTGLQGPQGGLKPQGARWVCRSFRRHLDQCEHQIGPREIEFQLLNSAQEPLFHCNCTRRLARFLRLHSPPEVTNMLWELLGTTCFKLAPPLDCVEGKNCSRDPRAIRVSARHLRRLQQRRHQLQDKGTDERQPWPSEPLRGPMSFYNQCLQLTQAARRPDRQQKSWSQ
KLK7 zymogen act: activators of human kallikrein-7 zymogen; purified proKLK7, EDANS-DABCYL substrate fluorescence; 100% is mature enzyme control, 0% vehicle; AID 652039; activation, % at 7 µM; actives 0.9% (n = 370,000);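 active means activation above the mean of all tested compounds plus 3 SD, computed per campaign excluding outliers beyond control limits, cut at about 13% in these data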
PLC-beta3 inh: PLC-beta3 (human) inhibition, primary screen. actives 0.18% (n = 370,000). Purified PLC-beta3, fluorogenic substrate, fluorescence. Q01970. inhibition, % at 12.2 µM; in the data active means inhibition above about 11%;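 further: 0% = median of compound wells on plate and 100% = full blocker control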
PLCg1 inh: inhibitors of human phospholipase C gamma1 | inhibition, % at 12.2 µM | purified PLC-gamma1, fluorogenic substrate, fluorescence | AID 720700 | actives 0.84% (n = 370,000); in the data active means inhibition above about 9.5%
UHRF1 binding: human UHRF1 methylated DNA binding inhibitors; Q96T88; UHRF1 binding to methylated oligo, TR-FRET; inhibition, % at 4.4 µM; actives 0.75% (n = 370,000); AID 687016; in the data active means inhibition above about 21%;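 further: UHRF1 SRA domain binding a hemimethylated CpG hairpin DNA probe; 0% = median of test compound wells and 100% = reference inhibitor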
ARFGAP1 inh: inhibitors of rat ARFGAP1 | Arfgap1-stimulated ARF1 GTP hydrolysis, GDP FP detection | Q62848 | actives 0.26% (n = 360,000) | inhibition, % at 16.5 µM | AID 651572;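 active means inhibition above a per-plate limit, mean inhibition of low control wells plus 3 SD, cut at about 25% in these data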;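 further: 0% = DMSO wells with enzyme and 100% = wells lacking Arfgap1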
Target sequence (Q62848 1-136 limits assumed): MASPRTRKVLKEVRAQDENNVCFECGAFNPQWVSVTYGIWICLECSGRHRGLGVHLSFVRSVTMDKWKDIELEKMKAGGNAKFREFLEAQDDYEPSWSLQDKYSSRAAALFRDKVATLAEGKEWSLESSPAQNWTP
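Material: truncated rat Arfgap1 GAP domain; Incubation: compound-enzyme preincubation 20 min, reaction 120 min, detection 60 min, 25 °C; Read-out: percent inhibition of Arfgap1-stimulated GTP hydrolysis; Technique: FP, GDP Alexa 633 tracer displaced from anti-GDP antibody, 620/688 nm; Controls: No-Arfgap1 wells (100%) versus DMSO full-reaction wells (0%); Replication: single well per compound.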
Numbers without * were called inactive.

SMILES	NR1D1 modulator	Tn6 DDE FP	ASAP1 GAP inh	Tn7 DDE FP	HGIII-sPLA2 inh	KLK7 zymogen act	PLC-beta3 inh	PLCg1 inh	UHRF1 binding	ARFGAP1 inh
COc1ccc(S(=O)(=O)Nc2cccc(F)c2)cc1C	3	0	-9	3	-11	0.4	2	0	-1	-8
COc1ccc(/C=C/C(=O)N2CCN(C)CC2)cc1OC	-7	0	-12	-3	-3	1.3	-28	-28	-5	-7
Cn1c(SCC(=O)NNC(=O)Cc2ccccc2)nnc1-c1ccccc1	4	3	-18	-5	-1	0.5	2	1	0	-6
COc1ccc(CNC(=O)CCCn2nc(C)c3c(C)n(-c4ccc(C)cc4)nc3c2=O)cc1	-3	-4	-6	-4	1	0.2	-10	-1	0	-8
CCN(Cc1ccccc1)C(=O)c1oc2ccc(C)cc2c1C	-2	-13	3	2	13	0.4	-8	1	4	18
CC(/C=N/NC(=O)c1cccc(F)c1)=C\c1ccccc1	2	-2	-3	4	3	0.1	-5	-2	-1	6
C=CCn1c(SCC(=O)Nc2cccnc2Cl)nnc1-c1ccc(C(C)(C)C)cc1	-2	-1	8	2	-28	0.8	0	2	-5	2
CCCc1cc(C(=O)NC(C)C2CCCO2)cs1 (configuration not stated)	-11	1	9	-8	-3	0.4	-5	-2	-1	14
C=CCn1c(C)cc(C(=O)CSc2nc3ccccc3c(=O)[nH]2)c1C	1	-6	2	0	-3	0.0	-5	-4	4	-1
CSc1ccccc1OCc1cc(C(=O)NCCn2nc(C)cc2C)no1	0	12	4	2	-5	0.2	-4	-3	-2	-13
CC(=O)c1ccc2c(c1)N(Cc1ccccc1Cl)C(=O)C(C)S2 (configuration not stated)	2	3	-4	6	13	0.1	-4	0	1	-8
COc1ccccc1CNc1nc(NCc2ccccc2SC)c2sccc2n1	1	1	12	4	-18	0.5	0	1	-1	-1
COc1cc(NC(=O)Cc2c(C(=O)O)n(C)c3ccccc23)cc(OC)c1OC	3	2	-2	-6	-9	0.6	3	-1	3	1
Cc1cccc2nc(-c3ccccc3)c(-c3ccc(CN4CCC5(CC4)CNc4ccccc45)cc3)nc12	-6	0	-4	-1	12	0.1	-5	-9	-3	4
Cc1ccc(Oc2ncccc2C(=O)NC2CCSC2=O)cc1 (configuration not stated)	6	-5	5	-7	-5	0.5	-2	-6	-1	8
CCCN1C(=O)C(Cc2nc3ccccc3c(=O)n2-c2ccccc2)c2cc(C)ccc21 (configuration not stated)	-2	-2	5	-2	-37	0.5	2	2	-4	6
O=C(Nc1ccccn1)C1CCN(S(=O)(=O)c2ccccc2)CC1	-6	5	-2	4	3	0.4	-1	-4	-2	-3
O=C(Nc1ccc(-c2nc3ccccc3o2)cc1)c1cccnc1	-4	2	1	-5	-2	0.7	-4	0	-2	9
COc1ccc(NS(=O)(=O)c2cccc(NC(=O)COc3ccccc3[N+](=O)[O-])c2)cc1	-3	-2	-4	2	-15	0.6	1	3	6	-6
O=C(C1CCC1)N1CCN(c2ccc(Cl)cc2)CC1	-4	0	4	-6	2	-0.4	-1	6	2	4
O=C(c1ccc2c(=O)n(Cc3ccc(Cl)cc3)c(=S)[nH]c2c1)N1CCCC1	8	3	1	1	0	0.1	-4	-1	-2	5
CSC(C1CCCC1)n1nnc2ccccc21 (configuration not stated)	1	1	4	6	1	0.8	2	-1	0	-24
CCN(CC(=O)Nc1c(F)cccc1F)C(=O)CCCc1cccs1	8	3	-7	4	-1	0.1	1	-2	-1	4
O=C(NCCSc1ncc(-c2ccccc2)[nH]1)c1ccco1	4	9	-9	9	-1	0.0	-7	-1	-2	-2

An excerpt from above, limited to Tn6 DDE FP, NR1D1 modulator and ASAP1 GAP inh:
| canonical_smiles | Tn6 DDE FP | NR1D1 modulator | ASAP1 GAP inh |
| --- | --- | --- | --- |
| O=C(NCCSc1ncc(-c2ccccc2)[nH]1)c1ccco1 | 9 | 4 | -9 |
| Cc1cccc2nc(-c3ccccc3)c(-c3ccc(CN4CCC5(CC4)CNc4ccccc45)cc3)nc12 | 0 | -6 | -4 |
| O=C(c1ccc2c(=O)n(Cc3ccc(Cl)cc3)c(=S)[nH]c2c1)N1CCCC1 | 3 | 8 | 1 |

(list continues)
SMILES	NR1D1 modulator	Tn6 DDE FP	ASAP1 GAP inh	Tn7 DDE FP	HGIII-sPLA2 inh	KLK7 zymogen act	PLC-beta3 inh	PLCg1 inh	UHRF1 binding	ARFGAP1 inh
O=C(/C=C/c1ccco1)Nc1ccc(S(=O)(=O)N2CCOCC2)cc1	-2	9	-5	6	-4	-0.1	-4	-2	-2	3
O=C(COC(=O)c1ccccc1Br)NC1CCCCCCC1	-5	-3	11	10	-11	0.2	-1	-1	9	4
COc1ccc2cc[nH]c2c1	-2	-2	11	0	-9	0.5	-10	-3	14	11
Cc1cccc(C)c1OCC(=O)Nc1ccc(S(=O)(=O)Nc2ccccn2)cc1	4	4	6	-6	-22	0.3	-10	-8	12	-1
CCOc1cccc(C=NCCc2ccc(OC)c(OC)c2)c1O	7	5	3	-2	6	-0.1	4	6	1	-5
CC(C)OC(=O)c1ccc(NC(=O)c2ccccc2)cc1	6	-6	0	4	-1	0.3	1	0	1	5
OCCNCc1ccc(-c2ccccc2)cc1	-4	-2	-2	-1	0	-0.3	6	6	-1	9
O=C(Cn1nc(-c2ccccc2Cl)ccc1=O)Nc1ccc(Br)cc1	5	4	-1	-6	-1	-0.1	-6	-1	-2	2
O=C(CCCn1c(SCc2cccc([N+](=O)[O-])c2)nc2ccccc2c1=O)NCC1CCCO1 (configuration not stated)	1	-3	-1	-2	1	0.3	-9	1	0	-6
O=C(Nc1cccnc1)c1cc(-c2ccc(Cl)cc2Cl)on1	-1	-3	14	-1	-3	0.1	-2	3	0	21
COc1cccc(CC(=O)OCC(=O)NC2(C#N)CCCC2)c1	-4	12	2	-3	8	-0.7	-5	0	-1	2
COCCN(C(=O)COC(=O)C12CC3CC(CC(O)(C3)C1)C2)c1c(N)n(Cc2ccccc2)c(=O)[nH]c1=O	1	-5	-8	-3	3	0.3	2	3	5	17
O=[N+]([O-])c1ccc(Cl)c(/C=N/n2c(COc3ccccc3)n[nH]c2=S)c1	-4	3	3	0	-1	0.2	1	4	-3	-7
COc1cccc(NC(=O)CN2C(=O)CSc3nc(C)cc(C)c32)c1	-2	2	-5	-5	7	0.6	1	2	0	3
COc1cc2c(cc1NC(=O)c1cc(-c3ccncc3)nc3ccc(C)cc13)oc1ccccc12	-18	7	-7	2	6	-0.2	-12	-7	0	-3
Cc1nn(C(C)C(=O)NCCN2CCCC2)c(=O)c2c1sc1ccccc12 (configuration not stated)	-7	-1	4	6	3	0.0	-6	-6	-3	-10
CCC(C)(C)n1nnnc1C(c1ccc2ncccc2c1)N1CCCCCC1 (configuration not stated)	-1	1	11	-3	-1	0.5	1	-4	0	-12
COC(=O)c1ccc2c(c1)NC(=O)c1ccccc1S2	-1	-7	6	4	8	-0.8	-4	4	0	2
Cc1ccc(NC(=O)COC(=O)[C@@H]2CC(O)CN2S(=O)(=O)c2ccc3c(c2)OCCO3)cc1 (some centres not stated)	1	11	-6	-1	-3	1.0	-5	-2	1	-1
CC(=O)Nc1ccc(NC(=O)C(C)OC(=O)CSc2ccc(Br)cc2C)cc1 (configuration not stated)	2	3	-4	-4	-7	0.5	-6	-7	4	6
O=[N+]([O-])c1cnc(N2CCCCC2)c([N+](=O)[O-])c1	1	6	3	4	-2	0.1	-6	-3	1	1
Cc1ccc(C(C(=O)NC2CCCC2)N(C(=O)Cc2cccs2)c2ccc(C)c(C)c2)o1 (configuration not stated)	3	0	-19	-6	-8	0.0	2	-2	0	-16
O=C(c1cccs1)N1CCN(c2ncc(C(F)(F)F)cc2Cl)CC1	8	9	-2	-3	1	0.5	-4	0	-3	-2
COCCOC(=O)C1=C(C)NC2=C(C(=O)CCC2)C1c1ccc(N(C)C)cc1 (configuration not stated)	-6	6	-6	0	5	0.8	-25	-26	1	-3
CC(C)(CO)NCC#Cc1ccccc1	-1	-1	3	5	-1	-0.3	-1	-1	1	-3
O=C(/C=C/c1ccc(Br)o1)NCCCN1CCOCC1	2	0	14	2	6	-0.3	-7	-4	-1	13
CC(=O)c1ccc(N2CCN(S(=O)(=O)c3ccccc3)CC2)c(F)c1	-7	6	13	4	1	0.6	1	-1	-3	-15
COC(=O)c1ccccc1NC(=O)[C@@H]1CCC(=O)N1C1OC(=O)c2c1ccc(OC)c2OC (some centres not stated)	-1	-1	-7	-2	14	-0.5	1	3	5	4
Cc1nc2ccc(C(=O)Nc3ccc4c(c3)OCC(=O)N4)cn2c1N(C)C(=O)CCc1ccccc1	2	1	-6	1	-4	-0.1	-3	0	0	4
Cc1cccc(NC(=O)c2ncn3c2C(=O)N[C@H](C)C3)c1	-3	7	-4	1	-11	0.0	1	-1	-3	-5
Cc1cc(C)nc(/N=C(\N)Nc2ccc(C(C)C)cc2)n1	1	-2	6	5	0	0.4	-4	3	8	1
COc1ccccc1N(CC(=O)Nc1c(C)n(C)n(-c2ccccc2)c1=O)S(=O)(=O)c1ccccc1	5	1	-3	7	4	0.3	-3	0	-1	7
COc1ccc(-c2nn(CCC#N)cc2C(=O)Nc2cccc(C(=O)O)c2)cc1OC	5	2	-4	3	7	0.7	-1	7	-1	-1
Cc1cc(C(=O)NNCc2ccccc2)no1	8	-6	3	-5	2	-0.8	1	1	0	10
CC(C)(C)c1ccc(S(=O)(=O)NC(=O)C2(C)CCN2C(=O)CC2CCCCC2)cc1 (configuration not stated)	7	-4	-4	-3	-13	0.2	-18	2	4	4
O=C(NCCc1ccccc1)c1cnn2c(C(F)F)cc(C3CC3)nc12	6	-3	1	1	-6	0.6	-174	-144	3	-2
COc1cc(F)ccc1-c1csc(C(O)c2ccc(F)c(F)c2)n1 (configuration not stated)	-2	-1	7	-7	-8	-0.2	-6	-1	-1	-7
CC(C)C(=O)N1CCCCCCN1C(=O)C(C)C	0	4	-2	0	13	-0.4	1	0	2	15
CCN(CC(=O)NCc1cccs1)C(=O)c1cccc(S(=O)(=O)NCc2ccccc2)c1	-7	6	-12	0	-10	-0.3	-5	2	0	-15
CC1(C2CC2)NC(=O)N(CC(=O)Nc2ccc(Cl)c([N+](=O)[O-])c2)C1=O (configuration not stated)	-1	3	4	-2	-1	-0.3	0	1	0	-1
Cc1cc(Br)ccc1NC(=O)c1ccco1	0	-1	5	-5	5	-0.5	-6	1	1	3
COc1ccc(-c2cnc3c(NC(C)=O)cc(-c4cccc(C(=O)NCCO)c4)cn23)cc1OC	7	-6	15	-4	2	0.6	-110	-83	0	-1

Reformatted: results already given.
Fields – NR1D1 modulator | Tn6 DDE FP | ASAP1 GAP inh | Tn7 DDE FP | HGIII-sPLA2 inh | KLK7 zymogen act | PLC-beta3 inh | PLCg1 inh | UHRF1 binding | ARFGAP1 inh
CCN(CC(=O)NCc1cccs1)C(=O)c1cccc(S(=O)(=O)NCc2ccccc2)c1
 : -7 | 6 | -12 | 0 | -10 | -0.3 | -5 | 2 | 0 | -15
CC1(C2CC2)NC(=O)N(CC(=O)Nc2ccc(Cl)c([N+](=O)[O-])c2)C1=O (configuration not stated)
 : -1 | 3 | 4 | -2 | -1 | -0.3 | 0 | 1 | 0 | -1
